mIDH1 inhibitor = qHTS for Inhibitors of mutant isocitrate dehydrogenase 1 (IDH1): qHTS; Potency, µM (top dose mostly 76.6 µM), without a hit: top-dose activity change, negative = inhibition, most hits filed as inhibitors; IDH1-R132H enzyme, NADPH consumption, diaphorase/resazurin fluorescence; 390,000 tested, 0.093% active; Isocitrate dehydrogenase [NADP] cytoplasmic (Homo sapiens), O75874; also: potency is read from the fitted curve at half-maximal effect; % is scaled to controls: 0 for no effect and ±100 for the full control effect; nearly all actives have a fitted effect of over 65% in size
Target sequence (O75874 whole entry R132H, stated change not applied): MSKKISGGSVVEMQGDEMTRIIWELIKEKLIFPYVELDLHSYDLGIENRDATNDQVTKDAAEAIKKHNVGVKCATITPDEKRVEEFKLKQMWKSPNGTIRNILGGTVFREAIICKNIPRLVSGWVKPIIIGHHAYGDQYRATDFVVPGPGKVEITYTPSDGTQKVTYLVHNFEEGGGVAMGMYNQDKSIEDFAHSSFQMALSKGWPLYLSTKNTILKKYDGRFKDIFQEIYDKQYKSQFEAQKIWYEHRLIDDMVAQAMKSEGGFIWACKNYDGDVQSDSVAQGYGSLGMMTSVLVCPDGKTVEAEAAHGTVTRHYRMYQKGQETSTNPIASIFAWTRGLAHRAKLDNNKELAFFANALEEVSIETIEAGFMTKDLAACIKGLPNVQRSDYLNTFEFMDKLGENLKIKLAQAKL
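IDH1-R132H (0.5 ug/mL dispensed) in pH 7.5 Tris buffer was preincubated 30 min with compound, then given a substrate mix of 0.016 mM NADPH and 2 mM alpha-KG for 80 min at room temperature; remaining NADPH was read by diaphorase/resazurin fluorescence.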
Pin1 inh = qHTS Assay to Find Inhibitors of Pin1 | Peptidyl-prolyl cis-trans isomerase NIMA-interacting 1 (Homo sapiens), Q13526 | Pin1 FP peptide displacement, HiFluor488, 10 min | Potency, µM (top dose mostly 115 µM), for the others: at the top dose activity, negative = inhibition, hits mostly inhibitors | 390,000 tested, 0.009% active; active = well fitted inhibition curve with a large enough effect in the polarisation, with a control signal flat, not every such curve was filed as active; inconclusive = small, poorly fitted or top-dose-only effect, or effect the other way, or a change in a side signal; inactive = no such curve, though single readings can be large or run the other way; the % refers to the polarisation; also: potency is read from the fitted curve at half-maximal effect; % is scaled to controls: 0 for no effect and ±100 for the full control effect
PGK inhibitor = qHTS Assay to Find Inhibitors of Phosphoglycerate Kinase; PGK/GAPDH coupled, Kinase-Glo luminescence, 60 min; Potency, µM (highest dose often 57.5 µM), for inactives: top-dose activity change, negative = inhibition, usual class: inhibitors; 380,000 tested, 0.043% active; also: potency is read from the fitted curve at half-maximal effect; % is scaled to controls: 0 for no effect and ±100 for the full control effect; nearly all actives have a fitted effect of over 60% in size
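Recombinant glycosomal PGK reaction used 1,3-bisphosphoglycerate generated in-well by GAPDH (100nM final) in 100mM TEA pH 7.6, 5mM MgCl2, 0.01% Tween-20. After 60 minutes at room temperature, ATP was read by Kinase-Glo Plus luminescence end-point.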
GLS inh = qHTS for Inhibitors of Glutaminase (GLS). Glutaminase kidney isoform, mitochondrial (Homo sapiens), O94925. GLS enzymatic activity, qHTS titration. Potency, µM (series often up to 45.5 µM), inactives show at the top dose activity change, negative = inhibition, most hits filed as inhibitors. 410,000 tested, 0.21% active. AID 624170, 2012; also: potency is read from the fitted curve at half-maximal effect; % is scaled to controls: 0 for no effect and ±100 for the full control effect
Target sequence (O94925 whole entry, looked up, canonical isoform): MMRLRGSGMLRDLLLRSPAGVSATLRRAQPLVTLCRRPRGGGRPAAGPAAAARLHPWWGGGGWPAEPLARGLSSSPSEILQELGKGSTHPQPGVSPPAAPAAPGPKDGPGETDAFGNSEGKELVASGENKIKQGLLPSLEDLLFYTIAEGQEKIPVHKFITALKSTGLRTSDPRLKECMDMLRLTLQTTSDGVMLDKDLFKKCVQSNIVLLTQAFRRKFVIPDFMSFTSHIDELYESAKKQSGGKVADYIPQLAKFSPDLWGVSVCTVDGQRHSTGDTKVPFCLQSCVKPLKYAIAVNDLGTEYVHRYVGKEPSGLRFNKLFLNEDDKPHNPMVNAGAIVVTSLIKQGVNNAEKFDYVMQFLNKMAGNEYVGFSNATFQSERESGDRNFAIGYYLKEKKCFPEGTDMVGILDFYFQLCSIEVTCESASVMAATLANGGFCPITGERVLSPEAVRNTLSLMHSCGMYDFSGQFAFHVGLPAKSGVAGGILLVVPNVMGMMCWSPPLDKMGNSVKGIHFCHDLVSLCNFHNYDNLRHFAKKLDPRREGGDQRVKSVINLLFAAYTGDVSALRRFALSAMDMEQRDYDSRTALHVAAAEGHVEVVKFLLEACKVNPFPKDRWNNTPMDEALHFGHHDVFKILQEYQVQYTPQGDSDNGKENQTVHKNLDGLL
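hKGA in 45 mM KH2PO4 (pH 8.2), 0.02% Tween-20 with compound, then 1mM L-Glutamine (stock as added) plus glutamate oxidase/HRP/Amplex red coupling mix. Fluorescence read initially and after 30 min at RT; signal change reflects glutamate formation.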
TrxR1 inh = qHTS Assay for Inhibitors of Mammalian Selenoprotein Thioredoxin Reductase 1 (TrxR1): qHTS; Thioredoxin reductase 1, cytoplasmic (Rattus norvegicus), O89049; recombinant rTrxR1, NADPH fluorescence consumption, selenite substrate; Potency, µM (doses to about 114 µM), for the others: at the top dose activity change, negative = inhibition, usual class: inhibitors; 390,000 tested, 1% active; AID 588453, 2011; also: potency is read from the fitted curve at half-maximal effect; % is scaled to controls: 0 for no effect and ±100 for the full control effect; nearly all actives have a fitted effect of over 65% in size
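Rat TrxR1 (90 nM in the dispensed reagent) was pre-reduced with 400 uM NADPH for 5 min at room temperature, then incubated with compound for 15 min. After 400 uM selenite was added, NADPH fluorescence (Ex 340/Em 450 nm) was followed for 8 min.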
PI4K2A block = qHTS for small molecular inhibitors of PI4K2A; Phosphatidylinositol 4-kinase type 2-alpha (Homo sapiens), Q9BTU6; purified PI4K2A, ADP-Glo luminescence, 1 h; stronger effect = lower value; activity change, negative = inhibition, % at 76.9 µM; 420,000 tested, 0.13% active; AID 1346378, 2018; in the data active = activity change below about -50%; inconclusive = mostly about -30% to -49%;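 also: -100% = wells without enzyme as full effect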
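ADP-Glo luminescence measured ADP generated by PI4K2A enzyme (4 ug/mL before mixing) with 1.2 mM PI substrate (pre-mix) and 300 microM ATP (pre-mix). Tris pH7.5 buffer with MgCl2, Triton X-100; 1 h reaction at ambient temperature.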
HP1b chromo inh = HTS for Inhibitors of HP1-beta Chromodomain Interactions with Methylated Histone Tails; 390,000 tested, 0.56% active; AlphaScreen HP1-beta / biotin-H3K9me3 peptide binding; Chromobox protein homolog 1 (Homo sapiens), P83916; Potency, µM (titrated, usually from 114 µM), for inactives: at the highest dose activity change, negative = inhibition, actives largely listed as inhibitors; AID 540317, 2011; also: potency is read from the fitted curve at half-maximal effect; nearly all actives have a fitted effect of over 70% in size; inactives centre near 23
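AlphaScreen: HP1-beta (50 nM) preformed 30 min with biotin-H3(1-18)K9me3 peptide (50 nM) in PBS pH 7.4, 0.01% Tween-20. Compound added for 30 min at RT, then streptavidin donor/nickel chelate acceptor beads (10 ug/mL) for 30 min.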
USP1 inh = Inhibitors of USP1/UAF1: Primary Screen. Ubiquitin carboxyl-terminal hydrolase 1 (Homo sapiens), O94782. recombinant USP1/UAF1, Ub-Rhodamine cleavage fluorescence. Potency, µM (highest dose often 57.1 µM), for the others: top-dose activity change, negative = inhibition, most hits filed as inhibitors. 390,000 tested, 0.23% active. AID 743255, 2014; also: potency is read from the fitted curve at half-maximal effect; % is scaled to controls: 0 for no effect and ±100 for the full control effect; nearly all actives have a fitted effect of over 60% in size; inactives centre near -12
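Step one: compound is pinned into 1nM USP1/UAF1 in HEPES pH 7.8 buffer with TCEP. Step two: 15 min room-temperature incubation. Step three: Ub-Rho (150nM final) starts cleavage, tracked by fluorescence over six one-minute reads.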
TrxR1 substrate = qHTS Assay for Substrates of Mammalian Selenoprotein Thioredoxin Reductase 1 (TrxR1): qHTS. Thioredoxin reductase 1, cytoplasmic (Rattus norvegicus), O89049. purified TrxR1 substrate turnover, NADPH consumption readout. Potency, µM (series often up to 114 µM), for the others: top-dose activity change, negative = substrate turnover. 390,000 tested, 0.01% active. AID 588456, 2011; also: potency is read from the fitted curve at half-maximal effect; % is scaled to controls: 0 for no effect and ±100 for the full control effect; nearly all actives have a fitted effect of over 50% in size
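Rat TrxR1, dispensed at 90 nM, was prereduced with 400 uM NADPH (final) for 5 min at ~22 deg C, then incubated with compound 15 min before 400 uM selenite. A first-read NADPH fluorescence drop versus no-compound background flagged substrates.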
Numbers without * were called inactive; i = inactive; ? = inconclusive; · = no result given; [ ] = another dose, or the depositor's remark. Unless noted, calls follow the shape of the dose curve; as a rule, active = well fitted curve in the direction sought with a large enough effect; inconclusive = small, poorly fitted or top-dose-only effect, or another doubt; inactive = no such curve, though single readings can be large; an effect the other way counts as inactive or inconclusive. The list is partial; the hit share may differ from the screen's.

SMILES	mIDH1 inhibitor	Pin1 inh	PGK inhibitor	GLS inh	TrxR1 inh	PI4K2A block	HP1b chromo inh	USP1 inh	TrxR1 substrate
CN(C)/C=C1\C(=O)Nc2ccccc21	1%	-5%	2%	-3%	-14%	0	28%	-14%	-12%
CCOc1ccc(C(=O)Nc2ccc(Cl)cn2)cc1Cl	11%	0%	-4%[11.5 µM]	0%	18%	1	20%	?	7%
CCNC(=O)NC(=O)C(C)OC(=O)CNS(=O)(=O)c1c(Cl)cc(Br)cc1Cl (configuration not stated)	-4%	8%	i	-5%	10%	1	29%	-13%	-6%
COc1ccc(C(=O)/C(=C\c2ccco2)N2C=CC=CC2=C(C#N)C#N)cc1	6%	-7%	10%	-12%	8.9µM*	17	8%	-24%	3%
O=[N+]([O-])c1ccc([C@H](O)[C@H](CO)N=Cc2ccccc2O)cc1	8%	3%	-4%	-1%	5%	-3	50%[activator]	-21%	?
O=C(c1cccc(C(=O)N(c2ccccn2)C2CCCCC2)c1)N(c1ccccn1)C1CCCCC1	0%	2%	i	-4%	18%	1	24%	-15%	1%
COc1ccc(N(CC(=O)Nc2ccc3c(c2)OCCO3)S(=O)(=O)c2cccnc2)cc1	11%	0%	i	0%	36%	2	38%	-24%	5%
CC1CN(C(=O)CN2C(=O)c3ccccc3S2(=O)=O)CC(C)O1 (configuration not stated)	1%	?	2%	-2%	4%[57.1 µM]	1	-3%	-18%	10%[57.1 µM]
COc1ncnc2c1ncn2CCCNc1ccc(C)c(C)c1	0%	·	-9%	12%	·	2	·	-1%	·
Cc1ccc(C(=O)NCCC(=O)NCc2cc(=O)n(C)c(=O)n2C)cc1	-5%	-11%	-12%	1%	-15%	-1	18%	-9%	-12%
CN(Cc1ccccc1)C(=O)c1ccc(NC(=O)Cc2ccc(NC(=O)C3CCN(C(=O)CCc4ccccc4)CC3)cc2)cc1	8%	38%[activator]	-2%	10%	17%	-4	27%	-14%	-5%
Cc1cc(S(=O)(=O)N2CCCCC2CCNC(=O)C(=O)NCc2cccnc2)ccc1F (configuration not stated)	1%	2%	-3%	4%	-9%	1	28%	-7%	-11%
COc1cc(Cl)ccc1OC(=O)c1cn(-c2ccccc2OC)c(=O)c2ccccc12	-28%	5%	-3%	4%	21%	-2	6%	-37%	1%
O=C(NNC(=O)c1cnccn1)c1ccc(Cl)cc1	-11%	-2%	i	12%	23%	-5	28%	-8%	2%
O=C(CCN1C(=O)c2ccccc2C1=O)Nc1ccccc1C(F)(F)F	-4%	0%	-2%	-10%	6%[57.1 µM]	0	38%	-20%	2%[57.1 µM]
O=C1N(Cc2cccnc2)C[C@@H]2C[C@@H](c3cccc(Oc4ccccc4)c3)N3CCC[C@@]123	0%	9%	0%	-6%	?	-2	22%	-26%	-2%
CCC(CC)c1nnc(NC(=O)c2cc(C(=O)OC)cc([N+](=O)[O-])c2)s1	4%	-9%	5%	0%	2%[57.1 µM]	0	-9%	-18%	4%[57.1 µM]
COc1ccc(-c2c3c([nH]c(=S)c2C#N)CCC3)cc1	6%	?	-6%	?	?	-13	-16%	-8%	3%
CC1(C)CC(=O)C(C=NCCN2CCN(C3CC(=O)N(c4ccc(F)cc4)C3=O)CC2)=C(O)C1 (configuration not stated)	5%	0%	-1%	5%	-2%[57.1 µM]	-4	32%	-13%	0%[57.1 µM]
CCC(Nc1ccc(-c2nc(-c3ccccn3)no2)cc1[N+](=O)[O-])c1ccccc1 (configuration not stated)	1%	0%	-2%	0%	5%	2	19%	-16%	-2%
Cc1cccc(CN2C(=O)c3ccccc3S(=O)(=O)c3ccc(C(=O)NCCC4=CCCCC4)cc32)c1	1%	11%	-8%	3%	30%	-1	18%	-25%	9%
COCCN(Cc1cc2cc(C)ccc2n2nnnc12)C(=S)Nc1ccc(C)cc1	10%	3%	i	-10%	13%	5	9%	-8%	-9%
COC(=O)C1CCN(C(=O)c2sc3nc(-c4ccccc4)cn3c2C)CC1	2%	1%	-5%	·	1%	10	36%[activator]	-19%	-2%
Cc1ccc(S(=O)(=O)CCC(=O)OCC(=O)NNC(=O)c2ccc([N+](=O)[O-])cc2)cc1	-7%	-6%	-1%	21%	-13%	7	16%	5%	-15%
COc1ccccc1/C=C/C(=O)NCC(=O)N=Nc1c(O)[nH]c2ccccc12	3%	-2%	i	0%	14%	-3	30%	-14%	-1%
Cc1ccc(C(=O)Nc2nc(-c3ccccc3)ns2)cc1	25%	0%	-10%	-4%	18%	-9	51%[activator]	-14%	-1%
O=C(OCC(=O)C12CC3CC(CC(C3)C1)C2)c1ccccn1	-8%	0%	5%	19%	12%	3	24%	-16%	0%
Cc1ccc(N2C(=O)[C@@H]3[C@H](C2=O)[C@H]2C=CC=NN2[C@@H]3C(=O)Nc2ccccc2)cc1	4%	-3%	9%	5%	7%[57.1 µM]	-1	-17%	-7%	6%[57.1 µM]
Cc1nc(NC(=O)/C=C/c2ccc(C(C)(C)C)cc2)sc1C(=O)N(C)C	2%	-2%	-9%	7%	-9%	-5	7%	-28%	7%[57.1 µM]
Cc1ccc(CCNC(=O)C2=CCN(S(=O)(=O)c3ccccc3)CC2)cc1	1%	-12%	-10%	-2%	1%	-2	63%[activator]	-10%	-8%
CCCN(CCC)C(=O)c1nn(C)c2c1CSc1ccccc1-2	-4%	5%	-11%	6%	9%	10	55%[activator]	0%	1%
O=C(Nc1cccc(-c2nnc(-c3ccco3)o2)c1)C(c1ccccc1)c1ccccc1	-4%	25%	-5%	0%	11%	-2	-1%	-6%	4%
CCn1c(SCC(=O)Nc2ccc(Br)cn2)nnc1C1CC1	-4%	7%	-4%	-9%	-9%	3	22%	-11%	-4%
Cc1cc(C(=O)OCC(=O)N2CCc3ccccc32)ccc1[N+](=O)[O-]	7%	8%	3%	0%	0%	6	35%	-14%	-7%
COc1ccc(CCNc2ccc(N3C(=O)CC(C)C3=O)cc2[N+](=O)[O-])cc1OC (configuration not stated)	2%	2%	-5%	2%	7%	2	-15%	-19%	-4%
Cc1nc(SCc2ccccc2)nc2c1CCC2	1%	-4%	i	14%	19%[57.1 µM]	4	113%[activator]	-15%	6%[57.1 µM]
C[C@H](NC(=O)C1CCN(S(=O)(=O)c2ccccc2)CC1)C(=O)NCc1ccco1	3%	-1%	2%	-15%	17%	-4	20%	-1%	-1%
N#Cc1ccc(CSc2nnc(-c3cnccn3)o2)cc1	4%	-7%	0%	-1%	25%	-2	50%[activator]	-16%	9%
Cc1sc2nc(CN3CCCC3)nc(N3CCN(S(=O)(=O)c4cccc(F)c4)CC3)c2c1C	1%	47%[activator]	-8%	-13%	-4%	7	32%	-24%	4%
Cc1c(Br)c([N+](=O)[O-])nn1CCCC(=O)N1CCN(c2ccccc2)CC1	6%	12%	i	6%	-21%	-6	-1%	-20%	-11%
COc1ccccc1-c1ccc(SCC(=O)N2CCOCC2)nn1	-1%	-13%	i	8%	12%[57.1 µM]	0	18%	-5%	2%[57.1 µM]
COC(=O)[C@@]12CCCN1[C@H](c1ccc(-c3ccc(OC)cc3)cc1)[C@@H]1C(=O)N(C)C(=O)[C@@H]12	11%	40%[activator]	-6%	0%	8%	-2	29%	?	31%[activator]
COc1ccc(-c2cnc3n2CCCCC3)cc1	2%	-1%	i	-9%	8%[57.1 µM]	-1	4%	-7%	-20%[57.1 µM]
COc1cc(NC(=O)c2nnn(Cc3ccc(F)cc3)c2N)cc(OC)c1	-2%	3%	-4%	-1%	33%[activator]	-3	10%	-18%	6%
CCC(NC(=O)CCl)c1ccc(C)cc1 (configuration not stated)	-4%	-5%	-2%	4%	-34%[57.1 µM]	-3	-12%	1%	4%[57.1 µM]
COc1ccccc1NS(=O)(=O)c1cc(NC(=S)NCCN2CCOCC2)ccc1N1CCOCC1	6%	-2%	3%	23%	-5%	-4	?	2%	-1%
COc1ccc(OCC(O)CN(CCO)CC(O)Cn2ccc3ccccc32)cc1 (configuration not stated)	3%	10%	-2%	0%	-3%[57.1 µM]	2	21%	-10%	3%[57.1 µM]

Screening data deposited in PubChem BioAssay by National Center for Advancing Translational Sciences (NCATS).
